# aSyn yeast inh = qHTS of alpha-syn Inhibitors; Yeast expressing alpha-synuclein, growth rescue, BacTiter-Glo, 24 h; Potency, µM (highest dose often 46.1 µM), inactives show at the top dose growth rescue (activation), most hits filed as activators; hit rate 0.14% among 370,000; AID 652106, 2013; also: potency is read from the fitted curve at half-maximal effect; % of control where 0% means no effect; nearly all actives have a fitted effect of over 65% in size
#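 Screening used galactose-induced yeast with toxic alpha-synuclein levels, exposed to compound for 24 hr at 30 deg C. Cell growth, read with BacTiter-Glo luminescence, gave the measured signal.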
# Mm-Cpn inhibitor = Inhibitors of TCP-1 ring complex (TRiC) of Methanococcus maripaludis (MmCpn): qHTS | Chaperonin Mm-Cpn (Methanococcus maripaludis) | hit rate 0.031% among 330,000 | Potency, µM (titrated, usually from 76.9 µM), inactives show at the highest dose activity, negative = inhibition, actives largely listed as inhibitors | purified Mm-Cpn ATPase, ADP Transcreener TR-FRET; also: potency is read from the fitted curve at half-maximal effect; % is scaled to controls: 0 for no effect and ±100 for the full control effect; nearly all actives have a fitted effect of over 80% in size
#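 Eu-cryptate anti-ADP/ADP-d2 competition gives a ratio inversely related to ADP. Enzyme at 25 nM was pre-exposed to compound for 10 min, then given 10 uM ATP for 30 min, 37°C throughout.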
# PTHR1 agonist = qHTS for PTHR1 Agonists: Primary Screen. HEK293 GP2 PTHR1 cells, GloSensor cAMP luminescence, 1 h. hit rate 0.075% among 410,000. Potency, µM (highest dose often 115 µM), for inactives: top-dose activation, usual class: activators; also: potency is read from the fitted curve at half-maximal effect; nearly all actives have a fitted effect of over 55% in size; some results filed as inactive show a strong effect at the top dose; inactives centre near -15; many of its hits are not listed in these tables
# Target sequence (Q03431 whole entry, looked up): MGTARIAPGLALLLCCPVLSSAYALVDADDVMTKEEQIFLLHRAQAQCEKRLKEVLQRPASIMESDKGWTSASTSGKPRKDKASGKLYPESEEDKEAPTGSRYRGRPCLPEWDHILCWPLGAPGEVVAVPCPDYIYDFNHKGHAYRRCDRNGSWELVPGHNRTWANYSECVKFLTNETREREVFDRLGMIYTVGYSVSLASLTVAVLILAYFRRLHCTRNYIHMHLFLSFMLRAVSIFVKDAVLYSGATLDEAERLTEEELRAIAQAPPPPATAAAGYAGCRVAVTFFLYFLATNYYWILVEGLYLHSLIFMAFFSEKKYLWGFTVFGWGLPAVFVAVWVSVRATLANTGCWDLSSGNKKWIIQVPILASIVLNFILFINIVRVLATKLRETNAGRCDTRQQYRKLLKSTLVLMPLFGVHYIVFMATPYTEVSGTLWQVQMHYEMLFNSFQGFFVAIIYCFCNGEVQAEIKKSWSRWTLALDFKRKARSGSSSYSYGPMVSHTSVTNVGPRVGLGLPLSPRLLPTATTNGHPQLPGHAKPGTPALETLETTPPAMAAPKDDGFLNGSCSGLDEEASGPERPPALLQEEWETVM
#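 HEK-293-derived GP2 cells expressing PTHR1 and a GloSensor cAMP reporter, 3,000/well, plated overnight, given luciferin plus IBMX (each 0.5 mM as added) for 1 h at 37 °C, then compound for 1 h at 37 °C. Luminescence was read after 15 min at room temperature.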
# GLP1R inv ag = qHTS of GLP-1 Receptor Inverse Agonists (Inhibition Mode). Glucagon-like peptide 1 receptor (Homo sapiens), P43220. HEK293 GLP-1R CRE-luciferase, luminescence, 24 h; GLP-1R form is constitutively active. Potency, µM (titrated, usually from 38.3 µM), without a hit: at the top dose activity change, negative = inhibition, most hits filed as inhibitors. hit rate 1.6% among 410,000. AID 624417, 2012; also: potency is read from the fitted curve at half-maximal effect; % is scaled to controls: 0 for no effect and ±100 for the full control effect; nearly all actives have a fitted effect of over 55% in size
# Target sequence (P43220 whole entry, looked up): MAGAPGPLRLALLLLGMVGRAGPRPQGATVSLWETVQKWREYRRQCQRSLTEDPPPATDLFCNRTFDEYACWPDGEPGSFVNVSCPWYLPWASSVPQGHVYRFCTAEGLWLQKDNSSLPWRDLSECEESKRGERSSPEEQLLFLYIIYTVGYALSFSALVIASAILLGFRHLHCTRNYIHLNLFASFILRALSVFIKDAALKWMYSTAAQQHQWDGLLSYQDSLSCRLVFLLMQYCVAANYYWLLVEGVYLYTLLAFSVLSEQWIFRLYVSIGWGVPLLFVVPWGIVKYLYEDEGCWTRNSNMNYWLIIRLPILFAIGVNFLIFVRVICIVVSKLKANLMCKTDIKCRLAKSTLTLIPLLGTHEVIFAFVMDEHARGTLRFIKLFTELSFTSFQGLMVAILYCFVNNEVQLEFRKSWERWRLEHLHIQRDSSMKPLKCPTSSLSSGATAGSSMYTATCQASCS
#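 qHTS in 1536-well format: reporter HEK293 cells expressing constitutive GLP-1R activity in DMEM + 10% Nu serum, 24 hr with compounds at 37 deg C, luminescence read after 12 min with detection reagent.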
# GLP1R cytotox = qHTS of GLP-1 Receptor Inverse Agonists: Cytotox Screen; hit rate 0.13% among 410,000; HEK293 cAMP-luciferase reporter cells, luminescence, 24 h; Potency, µM (titrated, usually from 38.3 µM), for the others: top-dose activity change, negative = inhibition, most hits filed as inhibitors; AID 624418, 2012;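 also: loss of luciferase light is scored as toxicity; potency is read from the fitted curve at half-maximal effect; % is scaled to controls: 0 for no effect and ±100 for the full control effect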
#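 Cells in DMEM/10% Nu serum/1% pen-strep, 1536-well format. Pre-incubated 12 h, dosed with 23 nL compound, incubated a further 24 h. Luciferase detection, 12 min at room temp, luminescence.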
# Abeta rescue = qHTS for compounds that reverse cellular toxicity of Amyloid beta (A-beta) peptide in yeast: Primary Screen; AID 1347071, 2019; Potency, µM (series often up to 46.1 µM), for inactives: at the top dose growth rescue, usual class: activators; hit rate 0.063% among 410,000; yeast expressing A-beta42, growth rescue, OD600, 48 h; response scale: 0% DMSO, 100% iron-clioquinol control; also: potency is read from the fitted curve at half-maximal effect; nearly all actives have a fitted effect of over 55% in size
#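 Yeast growth medium received pinned compounds, then yeast cells expressing toxic A-beta were added; plates incubated at 30 C for 48 hr. Growth read as absorbance at 600 nm, normalized to DMSO and equimolar FeCl3 plus clioquinol controls.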
# FUS suppressor = qHTS for Suppressors of FUS Proteinopathy: Primary screen using FUS-linked yeast assay | S. cerevisiae FUS-expressing, growth rescue, OD600, 24 h | Potency, µM (titrated, usually from 76.6 µM), inactives show at the highest dose growth rescue (activation), usual class: activators | hit rate 0.24% among 390,000;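 also: potency is read from the fitted curve at half-maximal effect; plate controls were DMSO vehicle for no effect and reference control for full effect; nearly all actives have a fitted effect of over 55% in size; some results filed as inactive show a strong effect at the top dose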
#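 Toxicity suppression screen in FUS-yeast. Cells induced with 2% galactose, starting OD 0.005, treated 24hr at 30C with compounds at multiple final concentrations; growth by OD600.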
# pAkt inh = HTS Assay for Inhibitors of Akt Phophorylation: Primary Screen. hit rate 0.32% among 360,000. activity change, % for hits at 50 µM. Neuro2A IGF-stimulated pAkt S473 HTRF, 20 min; hits give low values; in the data active = activity change below about -80%; inconclusive = mostly about -51% to -80%; also: % is scaled to controls: 0 for no effect and ±100 for the full control effect
#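 Neuro2A cells (4,500/well, DMEM with 0.5% FBS) were treated with compound at a single 50 µM final concentration, stimulated with 6 nM IGF for 20 min at 37 °C, and lysed. Phospho-Akt Ser473 was read by HTRF as 665/615 ratio ×10^4.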
# TDP43 rescue = qHTS of TDP-43 Inhibitors | TDP-43 expressing yeast growth rescue, BacTiter-Glo, 24 h | Potency, µM (top dose mostly 46.1 µM), without a hit: at the top dose growth rescue (activation), usual class: activators | hit rate 1.8% among 410,000 | AID 652104, 2013; also: potency is read from the fitted curve at half-maximal effect; % of control where 0% means no effect; nearly all actives have a fitted effect of over 50% in size
#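 Yeast expressing TDP-43 (pregrown in raffinose, seeded at OD600=0.02 in galactose medium) exposed to compounds 24 hr at 30 deg C. Growth read by BacTiter-Glo luminescence; rescue of toxicity appears as increased signal.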
# Starred values were filed as active, the others as inactive; i = inactive; ? = inconclusive; . = not tested or not shown; & = joins results of further samples; [ ] = dose if it differs, or a comment. Unless noted, calls follow the shape of the dose curve; as a rule, active = well fitted curve in the direction sought with a large enough effect; inconclusive = small, poorly fitted or top-dose-only effect, or another doubt; inactive = no such curve, though single readings can be large; an effect the other way counts as inactive or inconclusive. Only part of the results is shown. The share of hits here may be higher or lower than overall.
SMILES,aSyn yeast inh,Mm-Cpn inhibitor,PTHR1 agonist,GLP1R inv ag,GLP1R cytotox,Abeta rescue,FUS suppressor,pAkt inh,TDP43 rescue
Cc1nn(C(C)C(=O)NCC2CCCO2)c(=O)c2cc3occc3n12 (stereo not given),10%,.,-5%,8%,5%,1%,.,i,-4%
Cc1nc2ccc(S(=O)(=O)NC(C(=O)NCc3ccc(Cl)cc3)C(C)C)cc2s1 (stereo not given),.,.,-22%,8%,2%,1%,-6%,.,13%
COC(=O)c1[nH]c2ccc(C)cc2c1NC(=O)NC1CCCCC1,0%,-1%,-7%,-29%,-13%,7%,5%,i,12%
COC(=O)c1ccc(NC(=O)c2ccc[n+]([O-])c2)cc1,1%,1%,i,19%,0%,-3%,-9%,i,-2%
COc1ccc(CNC(=O)C2CCN(C(=O)N3CCOc4ccc(C)cc43)CC2)cc1,0%,1%,-39%[inhibitor][57.5 µM],?,0%&-3%,-3%&-53%,9%&1%,i,-3%&11%
COC(=O)c1ccccc1NC(=O)CCn1c(=O)oc2ccccc21,9%,-4%,-19%,-1%,-11%,4%,4%,i,11%
COc1ccc(CCC(=O)NCc2nc3cccnc3n2Cc2ccc(OC)cc2)cc1,.,.,i,-4%,-10%,-13%,12%,.,2%
O=C(CCc1nc(-c2ccc(Cl)cc2)no1)OCc1ccc(Br)cc1,1%,.,-4%[57.5 µM],18%,-7%,3%,12%,i,-3%
Cc1ccccc1-n1c([C@@H]2C[C@H]2c2ccccc2)n[nH]c1=S,-1%,0%,i,-18%,-72%,?,26%,i,17%
Cc1ccc(C(=O)N(C)CC(=O)Nc2ccc(F)c(F)c2F)o1,1%,1%,i,6%[7.66 µM],-2%[7.66 µM],10%,20%,i,-22%
Cc1ccc(-c2c(C)n3c4c(=O)n(C)c(=O)n(C)c4nc3n2CCCO)cc1,-1%,.,-33%[inhibitor],-29%,-5%,-26%,11%,.,?
O=C(/C=C/c1cccc([N+](=O)[O-])c1)c1ccc2c(c1)OCCO2,-1%,-7%,-22%,0%,-1%,-3%,.,i,?
COC(=O)c1ccc(C2c3[nH]c4ccccc4c3C[C@H]3C(=O)N(C4CC4)CC(=O)N23)cc1 (stereo not given in full),2%,1%,i,-3%,-13%,8%,?,i,2%
COc1cccc(CC(=O)Nc2ccc3nc(N4CCC(C)CC4)cc(C)c3c2)c1,.,.,-5%,?,-2%,-4%,16%,.,16%
COc1cccc(/C=N/NC(=O)c2cccc3ccccc23)c1OC,2%,.,i,12%,3%,4%,11%,i,2%
COc1ccc(NCc2cc3cc4c(cc3n(CC(=O)Nc3ccc(F)cc3F)c2=O)OCO4)cc1,.,.,?,-8%,-10%,-20%,?,.,-6%
Cc1cc(Cl)c(OCCOCCN2CCC(C)CC2)c(Br)c1,0%,-1%,-3%,?,?,10%,16%,i,0%
COC(=O)c1ccc(/C=C/c2c(-c3ccc(OC)cc3)sc3ccccc23)cc1,-1%,2%,-20%,?,1%,-5%,-7%,i,-6%
O=C(CSc1nnc(CNC(=O)c2cccs2)o1)Nc1ccccc1C(F)(F)F,1%,1%,i,1%,-1%,9%,-6%,i,4%
Cc1ncsc1CCOC(=O)c1ccc(Cl)cc1,1%,-6%,-13%,-18%,1%,1%,18%,i,17%
CN(CC(O)COc1ccc(OCC(O)CN(C)C2CCCCC2)cc1)C1CCCCC1 (stereo not given),-1%,.,i,?,?,18%,0%,i,5%
O=C(Nc1ccccn1)c1ccccc1,-5%,.,i,10%,8%,5%,-5%,i,-8%
CC(C)(C)n1nnnc1C(c1ccccc1)N1CCN(C(=O)c2ccco2)CC1 (stereo not given),0%,.,-35%,11%,-6%,-12%,-3%,i,-5%
O=C(NC1CCCC1)C1c2ccccc2OCC(=O)N1Cc1ccco1 (stereo not given),-10%,.,13%,14%,1%,-3%,-8%,i,22%
Cc1cc(C)nc(SCC(=O)Nc2ccc(S(=O)(=O)Nc3onc(C)c3C)cc2)n1,-2%,1%,-1%,0%,-13%,-1%,-13%,i,6%
COc1ccc(-c2cc(C(=O)N3CCN(c4ncccn4)CC3)c3ccccc3n2)cc1OC,-21%,1%,-45%[inhibitor],-14%,?,-26%,14%,i,10%
c1ccc2nc(-c3nccs3)ccc2c1,4%,0%,-11%,52%[activator],9%,1%,14%,i,-2%
O=C(CCC(=O)N1CCOc2ccccc21)NC1CCN(Cc2ccccc2)CC1,-1%,1%,i,-19%,-8%,3%,-11%,i,19%
CCCCNc1c(-c2ccc(SC(C)CC)cc2)nc2ccc(Cl)cn12 (stereo not given),6%,.,-10%,?,5%,-5%,-1%,i,-14%
C#CCOc1ccc(C2CC(=O)Nc3c2c(C)nn3-c2nc(C)cc(C)n2)cc1 (stereo not given),.,.,-3%,15%,-8%,2%,11%,.,?
CCOC(=O)[C@]12CCC=C1N(Cc1ccccc1)C(=O)[C@H](CC(=O)NCc1ccc(OC)c(OC)c1)C2,1%,.,i,8%,1%,-5%,27%,i,0%
Cc1cccc(CN2C(=O)CSc3ccc(C(=O)NC4CC4)cc32)c1,14%,-2%,-2%,?,-1%,4%,20%,i,-10%
COc1cc(C(=O)OCc2csc(CC(=O)Nc3ccccc3C)n2)ccc1OCC(C)C,2%,1%,-19%,?,-21%,10%,40%,i,-3%
OC1(c2ccc(Cl)cc2)CN(c2ccccc2)C2=[N+]1CCS2 (stereo not given),0%,-8%,-21%,-16%,17%,-1%,24%,i,-1%
CCOC(=O)CC1C(=O)NCCN1c1nc2ccc(C)cn2c(=O)c1/C=C1\SC(=S)N(CC(C)C)C1=O (stereo not given),-1%,-2%,-8%,-15%,0%,-7%,4%,i,0%
COc1cccc(CN2CC(C(=O)NC3(c4ccccc4)CC3)CCC2=O)c1 (stereo not given),2%,2%,i,2%,-2%,0%,8%,i,7%

# 3 structures out of the list, arranged by SMILES length, smallest number first:
SMILES,aSyn yeast inh,Mm-Cpn inhibitor,PTHR1 agonist,GLP1R inv ag,GLP1R cytotox,Abeta rescue,FUS suppressor,pAkt inh,TDP43 rescue
OC1(c2ccc(Cl)cc2)CN(c2ccccc2)C2=[N+]1CCS2 (stereo not given),0%,-8%,-21%,-16%,17%,-1%,24%,i,-1%
COc1cccc(CN2CC(C(=O)NC3(c4ccccc4)CC3)CCC2=O)c1 (stereo not given),2%,2%,i,2%,-2%,0%,8%,i,7%
CCOC(=O)[C@]12CCC=C1N(Cc1ccccc1)C(=O)[C@H](CC(=O)NCc1ccc(OC)c(OC)c1)C2,1%,.,i,8%,1%,-5%,27%,i,0%

# More compounds follow:
SMILES,aSyn yeast inh,Mm-Cpn inhibitor,PTHR1 agonist,GLP1R inv ag,GLP1R cytotox,Abeta rescue,FUS suppressor,pAkt inh,TDP43 rescue
COc1ccc(-c2nnc(-c3cc(OC)c(OC)c(OC)c3)o2)cc1OC,23%,0%,-8%[57.5 µM],-16%,4%,-13%,4%,i,-4%
Cc1noc(C)c1NC(=O)Nc1cccc2c1O[C@H](CN(C)C(=O)Nc1ccc3c(c1)OCO3)[C@@H](C)CN([C@H](C)CO)C2=O,-1%,0%,-3%,12%,-13%,22%,2%,i,8%
O=C1CCCC2=C1C(c1ccc(Cl)cc1)N1C(=O)CCSC1=N2 (stereo not given),0%,0%,i,0%,-3%,5%,24%,i,4%
COc1ccc(N2C[C@H](CSC)[C@@H](CC(=O)Nc3ccccc3)C2=O)cc1,6%,.,-37%,35%[activator],-7%,5%,20%,i,6%
Cc1ccc2c(c1)c1ccc3c(c1n2C)C(=O)C=CC3=O,-82%[inhibitor],-2%,-5%,9%,-12%,-86%[inhibitor],12%,i,?
Cc1ccc(C)c(Cn2c(=O)n(CCCC(=O)NCc3ccco3)c(=O)c3sccc32)c1,-4%,-6%,i,-17%,?,-19%,35%,i,-13%
Cc1cc(OCc2cc(C(=O)NC(C)c3cnn(C)c3)no2)cc(C)c1Cl (stereo not given),?,.,-41%[inhibitor],?,-4%,7%,34%,i,32µM*
Cc1cc(Cl)ccc1Oc1ncnc2onc(C)c12,-3%,-3%,i,14%,-3%,0%,-8%,i,17%
O=C(O)c1cccc(OCCN2CCCC2=O)c1,2%,1%,i,11%,1%,-9%,10%,i,8%
CCN(CC(=O)Nc1c(F)cccc1F)C(=O)CC1CCCCC1,-2%,2%,-2%,-4%,1%,-11%,-10%,i,3%
O=C(Nc1ccc(N2CCOCC2)cc1)c1cnsn1,2%,-1%,i,?,-2%,10%,-16%,i,1%
Cc1ccc(S(=O)(=O)N2CCC(=O)N(CCOCc3cccc(C(F)(F)F)c3)CC2)cc1,5%,-2%,-41%[inhibitor],-18%,-15%,1%,?,i,24%
COc1ccc(S(=O)(=O)NCCSCc2ccco2)cc1Cl,6%,1%,i,0%,55%[activator],19%[9.22 µM],1%,i,26%
CCOc1ccc2nc(SCC(=O)Nc3ccc4c(c3)OCCO4)[nH]c2c1,-13%,0%,-27%,4%,-14%,-8%,16%,i,-15%
CCN(CC)C(=O)C1=C(C)Nc2nc3ccccc3n2C1c1cccc(OC)c1 (stereo not given),-1%,2%,-12%,-11%&-17%,9%&-14%,-11%&0%,-13%&17%,i,-14%&0%

# Source: PubChem BioAssay
